PP1 counter = PP1-alpha phosphatase inhibitors, primary screen, counter-screen for PP5 inhibitor project, biochemical, fluorescence, OMFP substrate, single point. Serine/threonine-protein phosphatase PP1-alpha catalytic subunit (Homo sapiens), P62136. purified PP1alpha. inhibition, % at 6.7 µM. actives 0.9% (n = 320,000). AID 2235, 2010;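 active = inhibition above the mean inhibition of all tested compounds plus 3 SD, computed separately for each screening campaign, cut at about 15% in these data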
GASC-1 inh = inhibitors of GASC-1 histone demethylase, primary screen, biochemical, fluorescence, DELFIA europium; GST-JMJD2C(1-420) H3K9me3 demethylation; inhibition, % at 2.35 µM; actives 0.069% (n = 330,000);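 active = more than half of a compound's replicate wells show inhibition beyond 50%, single wells judged on their own value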;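 note: signal counts dimethyl H3K9 product captured on neutravidin plate; 0% = median of DMSO wells and 100% = 0.3 times that DMSO median; strong numbers were not always called active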
core dimer inh = inhibitors of HCV core protein dimerization, primary screen, biochemical, TR-FRET, high-throughput | TR-FRET GST/Flag-core106 dimerization, 1536-well | inhibition, % at 5 µM | actives 0.33% (n = 300,000);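 active = inhibition above the mean of all tested compounds plus 3 SD, set per screening campaign, cut at about 45% in these data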
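Material: Tagged HCV core106 pair (GST and Flag) | Amount: GST-core106 13.5 nM, Flag-core106 17 nM | Medium: KF-containing HEPES buffer, pH 7.45, DTT, CHAPS, BSA | Reagent: Eu donor and XL665 acceptor anti-tag antibodies | Schedule: 4 h at 22.5 °C | Technique: Time-resolved FRET, ex 340 nm, em 617 and 671 nm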
TPT1 inh = Candida albicans TPT1 enzyme inhibitors, primary screen, biochemical, fluorescence polarization; AID 1962, 2009; actives 0.81% (n = 300,000); inhibition, % at 5 µM; tRNA 2'-phosphotransferase TPT1 (Candida albicans SC5314); recombinant caTPT1, FP RNA substrate dephosphorylation;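 active = inhibition above the mean of all tested compounds plus 3 SD, set per screening campaign, cut at about 24% in these data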;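 note: plate controls were DMSO alone for no effect and ferristatin control at 100 nM for full effect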
Fh CTSL1 inh = Fasciola hepatica cathepsin L1 inhibitors, primary screen, counter-screen for PFM18AAP inhibitor project, biochemical, QFRET, fluorogenic peptide substrate; recombinant F. hepatica cathepsin L1, Z-Leu-Arg-MCA fluorescence; inhibition, % at 5.96 µM; actives 0.49% (n = 300,000); AID 1906, 2009;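 active = inhibition above the mean of all tested compounds plus 3 SD, set per screening campaign, cut at about 17% in these data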;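 note: 0% = plate median of test compound wells and 100% = 1 µM Z-Phe-Ala-diazomethylketone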
ZTA DNA inh = ZTA (EBV) inhibition in EBNA-1 counter-screen; P03206; ZTA-DNA binding, fluorescence polarization; inhibition, % at 11 µM; actives 0.15% (n = 320,000); AID 2234; in the data active = inhibition above about 33%
Target sequence (P03206 whole entry, looked up): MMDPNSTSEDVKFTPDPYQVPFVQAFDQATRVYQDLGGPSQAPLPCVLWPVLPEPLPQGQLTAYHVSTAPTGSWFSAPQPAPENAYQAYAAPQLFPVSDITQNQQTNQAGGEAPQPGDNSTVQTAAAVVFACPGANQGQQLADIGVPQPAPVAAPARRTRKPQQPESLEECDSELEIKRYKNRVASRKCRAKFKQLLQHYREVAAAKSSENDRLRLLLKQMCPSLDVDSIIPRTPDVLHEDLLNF
EBNA-1 inh = EBNA-1 DNA-binding inhibitors, primary screen, biochemical, fluorescence polarization. inhibition, % at 14.8 µM. actives 0.34% (n = 300,000). AID 1950, 2009; in the data active = inhibition above about 28%
PP5 inh = PP5 phosphatase inhibitors, primary screen, biochemical, fluorescence. purified PP5c, OMFP substrate fluorescence. inhibition, % at 6.7 µM. AID 1987, 2009. actives 0.18% (n = 320,000). Serine/threonine-protein phosphatase 5 (Homo sapiens), P53041;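 active = inhibition above the campaign's mean inhibition across all tested compounds plus 3 SD, cut at about 9.5% in these data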;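 note: 0% = DMSO only and 100% = 100 µM cantharidin control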
Target sequence (P53041 whole entry, looked up): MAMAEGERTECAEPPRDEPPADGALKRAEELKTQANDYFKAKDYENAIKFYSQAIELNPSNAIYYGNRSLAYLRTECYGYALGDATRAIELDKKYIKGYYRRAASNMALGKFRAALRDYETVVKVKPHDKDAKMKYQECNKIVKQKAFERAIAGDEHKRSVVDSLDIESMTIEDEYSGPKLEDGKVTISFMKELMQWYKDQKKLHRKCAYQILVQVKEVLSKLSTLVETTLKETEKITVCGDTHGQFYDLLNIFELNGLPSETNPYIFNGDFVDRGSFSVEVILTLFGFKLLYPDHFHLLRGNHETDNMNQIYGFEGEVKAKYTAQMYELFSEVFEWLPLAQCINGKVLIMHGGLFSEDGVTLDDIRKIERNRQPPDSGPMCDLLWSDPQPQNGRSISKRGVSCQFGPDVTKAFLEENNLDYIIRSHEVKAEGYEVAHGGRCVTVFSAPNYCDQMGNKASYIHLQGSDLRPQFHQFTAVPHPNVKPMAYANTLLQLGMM
CR mimetic SO = reduction of superoxide in aged yeast, primary screen, HTS | S. cerevisiae aged cells, superoxide DHE fluorescence; hits give low values | superoxide response (% of plate mean), % at 10 µM | actives 0.18% (n = 330,000);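 active = superoxide response under a set limit, about three screen SD below normal, cut at about 65% in these data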;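 note: yeast aged for seven days with compound at 30 °C before DHE staining; 100% = average MFI of all compound-treated wells on the plate with controls excluded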
Active calls of the source: *; . = no result given; & = joins results of further samples. No enrichment for hits; any-hit rate near 3.1%.

SMILES	PP1 counter	GASC-1 inh	core dimer inh	TPT1 inh	Fh CTSL1 inh	ZTA DNA inh	EBNA-1 inh	PP5 inh	CR mimetic SO
CN(Cc1cc(=O)n2ccsc2n1)c1ccccc1	0	11	7	-5	-3	-1	3	2.5	96
CC1CCN(S(=O)(=O)c2cccc(C(=O)NCC3CCCO3)c2)CC1 (stereo not drawn)	1	-5	0	-1	-1	8	6	0.2	96
COc1ccc(N2CCN(C(=O)CNS(=O)(=O)c3ccc(C)cc3)CC2)cc1	0	-9	-4	1	-8	1	-8	1.0	104
CCOC(=O)c1c(NC(=S)Nc2ccc(OC)cc2)sc2c1CCCCC2	5	-2	3	-1	-2	11	-4	0.3	84
Cc1ccc(S(=O)(=O)Nc2cc3c4c(c2)CCN4C(=O)CC3)cc1	0	6	-4	-5	3	-13	-10	0.1	104
CCOc1ccc(OCC(=O)N2CCOCC2)cc1	-2	-1	-1	-2	-6	8	0	-0.3	103
Cc1ccc(-n2c(SCC(=O)N3CCCCC3)nc(O)c(Cc3ccccc3)c2=O)cc1	-5	-6	-17	-1	10	1	-1	2.4	122
Cc1ccc(C(C)NC(=O)Cc2cccs2)c(C)c1 (stereo not drawn)	-3	-7	6	1	5	-22	-24	2.0	102
O=C1COc2ccc(C(=O)COC(=O)c3cccnc3Cl)cc2N1	-3	-10	-2	4	3	1	11	-1.6	99
COc1ccc(Cl)cc1-n1c(C)cc(C(=O)O)c1C	-2	12	0	-4	-4	-3	-2	0.1	142
Cn1c(NCCCN2CCOCC2)nc2c1c(=O)n(Cc1ccc(Cl)cc1Cl)c(=O)n2C	0	-3	8	0	-1	-14	13	2.8	107
O=C(Cn1cc(C(F)(F)F)ccc1=O)Nc1cccc(S(=O)(=O)N2CCOCC2)c1	4	-2	-9	1	-3	-13	-10	-1.9	111
COC(=O)c1cc(S(=O)(=O)N(Cc2ccccc2)C(C)(C)C)c[nH]1	2	-1	5	0	3	-6	-20	4.4	117
N#C/C(=C\c1c(N(Cc2ccccc2)Cc2ccccc2)nc2ccccn2c1=O)C(N)=O	4	5	8	0	2	-7	-17	0.2	102
Cc1c(C(=O)N2CCN(C(c3ccccc3)c3ccccc3)CC2)oc2ccccc12	-2	13	.	.	.	13	.	1.4	126
CCOc1ccc(/C=N/NC(=O)C(C)N(c2ccc(OC)cc2)S(C)(=O)=O)cc1 (stereo not drawn)	-1	-5	-3	-1	6	-6	7	0.3	94
COCCNCCCCSc1ccc(Cl)cc1	-2	4	-1	0	-4	-7	-11	0.7	73
CN1CCN(c2c(F)cc3c(=O)c(C(=O)O)cn4c3c2OCN4C)CC1	-3	-3	1	3	-3	6	-6	1.5	103
COC(=O)CCCC1=CC2=C(c3ccccc3)C(=O)C(C)(OC(=O)C3CCCC3)C(=O)C2=CN1c1ccc(OC)cc1 (stereo not drawn)	-5	-3	20	-1	6	12	-3	1.6	100
CSCCC(NS(=O)(=O)c1cccs1)C(=O)NCc1ccccc1 (stereo not drawn)	0	2	-1	3	-3	-10	-15	4.9	99
CC(C)=CCc1cc([C@@H]2COc3c(ccc4c3C=CC(C)(C)O4)C2)c(O)cc1O	-5	-2	-4	0	0	-6	-6	8.1	94
C=CCSc1nc2sc3c(c2c(=O)n1CC=C)CCc1ccccc1-3	1	8	0	-1	-1	2	4	0.6	97
CCOC(=O)C(=CNc1cc(C)nn1-c1ccccc1)C(=O)OCC	0	9	3	1	8	11	12	3.5	95
Cc1ccccc1NC(=O)c1ccccc1NC(=O)c1ccco1	4	-1	6	3	0	-2	-3	4.5	111

Ordered by heavy-atom count (rising): eleven of the compounds above
SMILES	PP1 counter	GASC-1 inh	core dimer inh	TPT1 inh	Fh CTSL1 inh	ZTA DNA inh	EBNA-1 inh	PP5 inh	CR mimetic SO
COCCNCCCCSc1ccc(Cl)cc1	-2	4	-1	0	-4	-7	-11	0.7	73
COc1ccc(Cl)cc1-n1c(C)cc(C(=O)O)c1C	-2	12	0	-4	-4	-3	-2	0.1	142
CSCCC(NS(=O)(=O)c1cccs1)C(=O)NCc1ccccc1 (stereo not drawn)	0	2	-1	3	-3	-10	-15	4.9	99
CCOC(=O)C(=CNc1cc(C)nn1-c1ccccc1)C(=O)OCC	0	9	3	1	8	11	12	3.5	95
CN1CCN(c2c(F)cc3c(=O)c(C(=O)O)cn4c3c2OCN4C)CC1	-3	-3	1	3	-3	6	-6	1.5	103
CCOc1ccc(/C=N/NC(=O)C(C)N(c2ccc(OC)cc2)S(C)(=O)=O)cc1 (stereo not drawn)	-1	-5	-3	-1	6	-6	7	0.3	94
O=C(Cn1cc(C(F)(F)F)ccc1=O)Nc1cccc(S(=O)(=O)N2CCOCC2)c1	4	-2	-9	1	-3	-13	-10	-1.9	111
Cc1c(C(=O)N2CCN(C(c3ccccc3)c3ccccc3)CC2)oc2ccccc12	-2	13	.	.	.	13	.	1.4	126
Cn1c(NCCCN2CCOCC2)nc2c1c(=O)n(Cc1ccc(Cl)cc1Cl)c(=O)n2C	0	-3	8	0	-1	-14	13	2.8	107
N#C/C(=C\c1c(N(Cc2ccccc2)Cc2ccccc2)nc2ccccn2c1=O)C(N)=O	4	5	8	0	2	-7	-17	0.2	102
COC(=O)CCCC1=CC2=C(c3ccccc3)C(=O)C(C)(OC(=O)C3CCCC3)C(=O)C2=CN1c1ccc(OC)cc1 (stereo not drawn)	-5	-3	20	-1	6	12	-3	1.6	100

(continued)
SMILES	PP1 counter	GASC-1 inh	core dimer inh	TPT1 inh	Fh CTSL1 inh	ZTA DNA inh	EBNA-1 inh	PP5 inh	CR mimetic SO
O=C(NC1CCCCC1)N1CCN(C(=O)c2ccco2)CC1	-1	-2	0	1	2	-21	-1	0.5	85
COc1ccc(N2CCN(c3nc4ccc(C)cn4c(=O)c3C=O)CC2)cc1	-3	8	-1	2	1	-9	2	2.4	72
C=CCn1c(SCC(=O)c2c(N)n(CCC)c(=O)n(C)c2=O)nnc1-c1ccncc1	-4	3	-3	-1	-3	1	0	-0.5	117
CN(Cc1ccccc1)C(=O)C1CCN(S(=O)(=O)c2cc([N+](=O)[O-])ccc2Cl)CC1	-2	5	2	-2	-1	-5	-3	4.2	113
CN1CCN2c3ncccc3Cc3ccccc3C2C1 (stereo not drawn)	0	-44	3	-3	0	-3	5	-0.8	84
Cc1ccc(C(c2nnnn2C2CCCC2)N2c3ccccc3CC2C)cc1 (stereo not drawn)	4	-2	11	3	-1	1	-1	3.6	113
O=C(CCCC(=O)N1CCCC1)N1CCCC1	2	-10	-9	-1	1	-13	0	3.1	87
COc1ccc(C2OCC3(O)C(c4ccc(OC)c(OC)c4)OCC23)cc1OC (stereo not drawn)	-7	.	0	0	-1	12	5	1.2	91
COCCn1c(-c2cccs2)nc2nc3ccccc3nc21	-4	1	3	0	2	-16	-7	2.8	125
Cc1oc(-c2cccc(Cl)c2)nc1CN1CCC(C(=O)NCc2cccnc2)CC1	13	3	2	1	-3	8	18	-1.5	102
CCCc1nc(N2CCN(S(=O)(=O)c3ccc(Cl)cc3)CC2)c2c(C)c(C)sc2n1	5	.	-3	-1	0	2	-6	-1.6	103
CCOC(=O)N1CCN(S(=O)(=O)c2ccc(C(=O)NNc3nc4cc(C)cc(C)c4s3)cc2)CC1	19*	77	-3	0	1	-6	6	5.9	110
COc1ccc(NC(=O)C2CCN(c3cnccn3)CC2)cc1Cl	-1	15	5	-4	1	7	5	1.0	102
CCOC(=O)c1c(NC(=O)CN(C)C2CCN(C)CC2)sc(C(=O)Nc2ccccc2)c1C	0	3	1	1	1	4	-5	-1.0	133
Cc1ccc(/C=N/c2sc3c(c2C(N)=O)CCCC3)o1	1	-2	19	3	1	-6	-8	1.1	94
CN(C)S(=O)(=O)Nc1ccc2c(c1)OCO2	-5	-16	0	-2	1	-8	4	0.1	102
COc1cccc(-c2nnn(CC(=O)Nc3ccc(C)cc3C)n2)c1OC	7	27	1	1	-2	-11	11	-0.4	93
O=C(CN1CCN(c2ccccn2)CC1)N1c2ccccc2Sc2ccc(C(F)(F)F)cc21	4	11	-4	2	0	-3	-10	5.5	110
Cc1c(C(=O)N(C)C)c2ccc(Cl)cc2n1O	-2	-1	7	-1	2	6	-8	0.2	111
O=C(CNC(=S)N(Cc1ccccc1Cl)C1CCCC1)NCCCN1CCOCC1	0	-1	1	0	3	-10	1	1.3	108
COc1ccc(N(CC(=O)N2CCN(c3cc(C)ccc3C)CC2)S(=O)(=O)c2c(C)noc2C)cc1	-1	3	11	-2	3	5	5	1.7	113
CCCOc1ccc2[nH]cc(C(=O)O)c(=O)c2c1	2	11	2	1	2	4	8	1.9	226
O=C(CCn1nnnc1CN1CCOCC1)N1CCC(c2ccccc2Cl)C1 (stereo not drawn)	2	4	-6	0	2	-1	-5	0.1	94
OCCN1CCN(Cc2ccc3ccccc3c2)CC1	-2	3	-5	0	-1	10	-6	1.1	99
CCSc1nnc(NC(=O)CSc2nc3c(c(=O)n2-c2ccccc2OC)SCC3)s1	-7	-7&-16	12	-1	-2	5	6	1.7	114
COc1ccc(NC(=O)c2cc(C)n(Cc3cccs3)c2C)cc1	0	-9	9	-1	-1	4	4	3.5	102
CCc1ccc(OCC(=O)N/N=C(\C)c2ccc(O)cc2O)cc1	1	-3	6	0	6	-4	-6	2.3	108
COc1ccc(OCc2nnc3n2N=C(c2ccccc2)C(CC(=O)O)S3)cc1 (stereo not drawn)	2	2	14	3	3	-3	3	-1.6	99
Clc1ccc(-n2nnc(-c3nccs3)n2)cc1Cl	2	17	-2	-5	-2	-21	-6	2.8	.
CCN(CC)CCC#CC(O)(c1ccccc1)c1ccccc1	-3	1	-5	5	-1	-4	-7	-1.2	92
CCOc1ccc(-n2ccnc2SCC(=O)N2CCCc3ccccc32)cc1	-1	-4	3	0	5	-10	3	1.9	97
FC(F)(F)c1cccc(-c2ccc(/C=N/Nc3nncc(-c4ccccc4)n3)o2)c1	-6	0	-1	-4	1	15	-1	-4.2	95
COC(=O)C(c1cc(OC)c(O)c(OC)c1)(N1CCNC(C)C1)C(F)(F)F (stereo not drawn)	0	22	5	4	0	2	-14	3.1	90

High-throughput results: PubChem, several laboratories
